# NCI-60 one-dose screen, 48 h, at 10 µM unless noted. Numbers give growth in % (100 = growth as untreated, 0 = no growth, -100 = all killed).
# HOP-92: HOP-92 NSCLC cells. 71,000 compounds, 6.3% hits. AID 1794738
# EKVX: EKVX NSCLC. AID 1794765. 71,000 compounds, 3% hits
# SK-MEL-2: SK-MEL-2 melanoma | 77,000 compounds, 4.7% hits | AID 1794763
# A549/ATCC: A549/ATCC NSCLC; AID 1794740; 81,000 compounds, 3.7% hits
# M14: M14 melanoma; 80,000 compounds, 6.2% hits
# SK-MEL-28: SK-MEL-28 melanoma. 81,000 compounds, 4.1% hits
# HOP-62: HOP-62 NSCLC; 80,000 compounds, 3.9% hits
# SK-MEL-5: SK-MEL-5 melanoma; AID 1794755; 80,000 compounds, 6.4% hits
# Active calls of the source: *; x = not tested or not shown; & = joins results of further samples. Rule for the calls: active = growth percent below 10; inactive = the rest. This is a random part of the collection; 11% or so of the library scored in one or more.
1) Cc1cc2c(C(C)C)c(O)c(O)c(/C=N/O)c2c(O)c1-c1c(C)cc2c(C(C)C)c(O)c(O)c(/C=N/O)c2c1O
2) COc1cc(-c2[nH]ncc2Nc2ccc(Cl)cc2)cc(OC)c1OC
3) CCCC(CO)(CO)CO
4) CCc1ccnc2c(C#N)c(NC(=O)c3ccccc3)nn12
5) Cc1cccc(-n2c(C)nc3ccc(N4CCNC4=O)cc3c2=O)c1
6) CC(C)CCCCCOC(=O)c1ccccc1SSc1ccccc1C(=O)OCCCCCC(C)C
7) CCN(CC)C(=O)c1ccccn1
8) COc1cccc2nc(Nc3cccc(NC(=O)c4cc(-n5cnc(C)c5)cc(C(F)(F)F)c4)c3)ccc12

assay / entry,1,2,3,4,5,6,7,8
HOP-92,8.8*,60,88,76,86,x,79,33
EKVX,27,45,x,84,99,103,105,86
SK-MEL-2,-10*,112,103,110,x,x,89,93
A549/ATCC,4.7*,68,96,99,99,99,98,57
M14,7.9*,71,108,96,106,104,105,55
SK-MEL-28,20,82,104,104,107,114,108,81
HOP-62,12,50,102,91,105,100,99,84
SK-MEL-5,16,44,101,93,87,96,100,55

9) CC(C)c1sc(NC(=O)c2cc(NC(=O)c3cc(NC(=O)c4nccn4C)cn3C)cn2C)nc1C(=O)NCCCN(C)C
10) CC(C)=NOC(=O)Nc1cc(Cl)ccc1Cl
11) COc1ccc([C@@H](C[C@H](C)CO)c2cc3ccccc3o2)cc1
12) O=C(Nc1ccc(Nc2ccccc2)cc1)Nc1ccccc1Cl
13) Cc1ccc2nc(C[n+]3ccc4ccccc4c3)ccc2c1
14) C/C=C(C)/C=N/Nc1nc(-c2ccc(Br)cc2)cs1
15) Cc1nc(SCC(=O)Nc2nccs2)n(Nc2ccc(Cl)cc2)c1C
16) Nc1nc(OCc2ccccc2)c2[nH]cnc2n1

assay / entry,9,10,11,12,13,14,15,16
HOP-92,-0.4*,89,109,x,28,105,97,x
EKVX,105,113,86,99,72,84,123,95
SK-MEL-2,81,89,99,108,79,107,116,107
A549/ATCC,106,102,92,75,52,99,102,105
M14,94,x,100,106,46,100,98,91
SK-MEL-28,99,107,104,117,63,103,108,x
HOP-62,80,96,93,98,70,103,90,100
SK-MEL-5,73,98,109,84,-31*,95,85,94

# Structural class: the entries above containing an NH in an aromatic ring.
2) COc1cc(-c2[nH]ncc2Nc2ccc(Cl)cc2)cc(OC)c1OC
16) Nc1nc(OCc2ccccc2)c2[nH]cnc2n1

assay / entry,2,16
HOP-92,60,x
EKVX,45,95
SK-MEL-2,112,107
A549/ATCC,68,105
M14,71,91
SK-MEL-28,82,x
HOP-62,50,100
SK-MEL-5,44,94

# (list continues)
17) Nc1cc(=O)n(C(=O)CSc2ncnc3c2c(-c2ccccc2)cn3-c2ccc(Cl)cc2)[nH]1
18) COc1ccc(C(=S)N2CCN(c3ccccc3Cl)CC2)cc1
19) COc1ccc(S(=O)(=O)ON=C2C=C(C)C(=O)C(C)=C2)cc1
20) CC(=O)Nc1ccc(Oc2cccc(Nc3ccc(Cl)c(C(F)(F)F)c3)c2)cn1
21) C=CCn1c(SCC(=O)c2ccccc2)nnc1-c1cc(-c2ccc(S(C)(=O)=O)cc2)nc2ccccc12
22) COC(=O)C1=C(C(=O)c2ccc(Br)cc2)C(c2ccc(C(=O)OC)cc2)C(C#N)=C(N)O1 (stereo unspecified)
23) CC(C)[C@H]1COC(=O)N1[C@@H]1C(=O)N([C@@H](CCC(=O)N2CCN(C3CCCC3)CC2)C(=O)N[C@@H]2CCCc3ccccc32)[C@@H]1/C=C/c1cccc(Br)c1
24) Cc1ccc(-c2cc(-c3ccccc3C)[nH]c(=O)c2C#N)s1

assay / entry,17,18,19,20,21,22,23,24
HOP-92,77,85,59,73,92,95,45,54
EKVX,77,101,x,53,86,102,48,97
SK-MEL-2,104,103,83,88,98,106,-7.9*,110
A549/ATCC,97,85,105,61,96,85,26,88
M14,112,100,100,x,90,102,26,109
SK-MEL-28,118,98,97,83,106,x,32,110
HOP-62,81,98,106,97,87,99,60,90
SK-MEL-5,99,91,98,46,90,x,-82*,90

# Twelve entries from above, tab-delimited:
entry	molecule	HOP-92	EKVX	SK-MEL-2	A549/ATCC	M14	SK-MEL-28	HOP-62	SK-MEL-5
1	Cc1cc2c(C(C)C)c(O)c(O)c(/C=N/O)c2c(O)c1-c1c(C)cc2c(C(C)C)c(O)c(O)c(/C=N/O)c2c1O	8.8*	27	-10*	4.7*	7.9*	20	12	16
2	COc1cc(-c2[nH]ncc2Nc2ccc(Cl)cc2)cc(OC)c1OC	60	45	112	68	71	82	50	44
3	CCCC(CO)(CO)CO	88	x	103	96	108	104	102	101
4	CCc1ccnc2c(C#N)c(NC(=O)c3ccccc3)nn12	76	84	110	99	96	104	91	93
5	Cc1cccc(-n2c(C)nc3ccc(N4CCNC4=O)cc3c2=O)c1	86	99	x	99	106	107	105	87
6	CC(C)CCCCCOC(=O)c1ccccc1SSc1ccccc1C(=O)OCCCCCC(C)C	x	103	x	99	104	114	100	96
7	CCN(CC)C(=O)c1ccccn1	79	105	89	98	105	108	99	100
8	COc1cccc2nc(Nc3cccc(NC(=O)c4cc(-n5cnc(C)c5)cc(C(F)(F)F)c4)c3)ccc12	33	86	93	57	55	81	84	55
9	CC(C)c1sc(NC(=O)c2cc(NC(=O)c3cc(NC(=O)c4nccn4C)cn3C)cn2C)nc1C(=O)NCCCN(C)C	-0.4*	105	81	106	94	99	80	73
10	CC(C)=NOC(=O)Nc1cc(Cl)ccc1Cl	89	113	89	102	x	107	96	98
11	COc1ccc([C@@H](C[C@H](C)CO)c2cc3ccccc3o2)cc1	109	86	99	92	100	104	93	109
12	O=C(Nc1ccc(Nc2ccccc2)cc1)Nc1ccccc1Cl	x	99	108	75	106	117	98	84

# More results
25) Cc1ccc(C2CC(c3ccc(Nc4ccnc5cc(Cl)ccc45)cc3)=NN2C=O)cc1 (stereo unspecified)
26) COc1cc(/C=N/NC(=O)COc2cc(=O)[nH]c3cc(C)ccc23)cc(OC)c1OC
27) OC(c1ccc2ccccc2n1)c1c(Cl)cccc1Cl (stereo unspecified)
28) C#Cc1ccc(-n2c(/C=C/c3ccc(O)cc3)nc3ncccc3c2=O)cc1
29) O=C(Nc1ccc(-c2cc(C(=O)Nc3ccccn3)c3ncccc3n2)cc1)Nc1cc(C(F)(F)F)cc(C(F)(F)F)c1
30) Nc1ncnc2nc(N3CCCCC3)[nH]c12
31) CCn1cc(C(=O)NN2C(=O)c3ccccc3C2=O)c(=O)c2ccc(C)nc21
32) Clc1ccc(-c2ccc(-n3ccnc3)nn2)cc1

assay / entry,25,26,27,28,29,30,31,32
HOP-92,62,102,95,x,37,95,94,104
EKVX,50,111,98,x,82,102,108,x
SK-MEL-2,72,97,109,20,69,103,106,102
A549/ATCC,50,105,86,53,67,74,96,105
M14,46,104,100,43,74,92,113,x
SK-MEL-28,52,102,113,52,83,109,105,108
HOP-62,72,103,101,59,47,93,109,95
SK-MEL-5,10,98,100,22,74,100,99,107

33) Nc1c(C(=O)Nc2cccc(Br)c2)sc2nc3c(cc12)C(=O)CCC3
34) CC(=O)[C@H]1CC[C@H]2[C@@H]3C[C@@H](O)C4=CC(=O)CC[C@]4(C)[C@H]3C(=O)C[C@]12C
35) CCOC(=O)c1c(C)nc2c(c(C)c(Cl)n2Cc2ccccc2)c1N
36) CC(=O)N1N=C(c2ccc(Br)cc2)CC1c1sc(N(C)Cc2ccccc2)nc1Cl (stereo unspecified)
37) CN(Cc1ccccc1)c1nc(Cl)c(C2CC(c3ccc(Cl)cc3)=Cc3[nH][nH]c(=O)c32)s1 (stereo unspecified)
38) c1cc(C2OCCO2)cs1
39) NCCC[C@H](N)CC(=O)NC1CNC(=O)[C@H]([C@H]2C[C@H](O)N=C(N)N2)NC(=O)/C(=C/NC(N)=O)NC(=O)[C@H](CO)NC(=O)[C@H](CO)NC1=O (stereo partly specified)
40) O=C1NC(=S)S/C1=C\c1ccc(Cl)cc1

assay / entry,33,34,35,36,37,38,39,40
HOP-92,79,103,95,90,102,118,107,62
EKVX,x,104,90,74,100,108,110,92
SK-MEL-2,31,99,95,108,100,96,x,126
A549/ATCC,24,113,83,77,107,106,100,90
M14,36,102,113,96,107,99,106,90
SK-MEL-28,48,121,125,108,103,116,105,100
HOP-62,40,105,77,100,101,108,122,81
SK-MEL-5,20,103,88,100,88,103,100,89

41) CC(C)(C)NC(N)=O
42) COc1ccc(Nc2cc(Cl)ccc2C(=O)O)cc1
43) N#Cc1c(N)nc2c(nnn2-c2cccc(Br)c2)c1N
44) COc1ccc(-c2cc(-c3ccc(N(C)C)cc3)nc(NC(=O)c3cccnc3)n2)cc1
45) [C-]#[N+]c1c(-c2cc(OC)c(OC)c(OC)c2)cc(-c2ccc(N)cc2)nc1N
46) CCOC(=O)C/C(=C\c1ccccc1)C(C)=O
47) NNC(=O)C(N)=O
48) O=c1[nH]c(NCCO)nc2sc3c(c12)CCCC3

assay / entry,41,42,43,44,45,46,47,48
HOP-92,103,x,82,124,89,92,x,93
EKVX,103,101,44,97,x,102,112,43
SK-MEL-2,120,99,103,111,93,89,110,107
A549/ATCC,x,102,93,105,100,67,104,96
M14,107,103,x,124,100,92,110,101
SK-MEL-28,107,110,117,106,117,111,116,106
HOP-62,89,107,95,100,96,73,123,103
SK-MEL-5,102,121,96,97,96,106,108,100

49) CS(=O)(=O)c1ccc(-n2nc(-c3ccc(F)cc3)c3ccccc3c2=O)cc1
50) O=C(CO)NCCO
51) COc1cc(Cn2cc3c(c2)-c2oncc2CC3)cc(OC)c1OC
52) COc1ccc(NC(=O)C(C)Sc2nc3ccccc3c(=O)n2Cc2ccc(S(N)(=O)=O)cc2)cc1 (stereo unspecified)
53) Cn1cc(-c2nc(-c3c[nH]c4ccncc34)cs2)c2ccccc21
54) Cc1ccc(NC(=O)n2c(=O)cc(C)c3ccc(O)cc32)cc1
55) Cn1c(=O)c(-c2ccccc2)cc2ccccc21
56) CC1CCCN(CCC(=O)c2ccccc2)C1 (stereo unspecified)

assay / entry,49,50,51,52,53,54,55,56
HOP-92,88,146,56,122,54,86,83,80
EKVX,x,110,41,93,49,93,87,103
SK-MEL-2,106,115,24,105,93,126,105,119
A549/ATCC,102,106,30,98,42,111,99,x
M14,107,102,11,114,-72*,100,118,110
SK-MEL-28,109,114,60,111,-80*,101,113,108
HOP-62,98,99,42,106,60,102,98,x
SK-MEL-5,x,104,-36*,96,55,103,97,104

57) N#Cc1c(-c2cccs2)nc(NCCO)[nH]c1=O
58) CCNc1nc2ncnc(NCC)c2[nH]1
59) CC[C@H]1OC(=O)C[C@@H](O)[C@H](C)[C@@H](O[C@@H]2O[C@H](C)[C@@H](O[C@H]3C[C@@](C)(O)[C@@H](O)[C@H](C)O3)[C@H](N(C)C)[C@H]2O)[C@@H](CC=O)C[C@@H](C)C(=O)/C=C/C(C)=C/[C@@H]1CO[C@@H]1O[C@H](C)[C@@H](O)[C@@H](OC)[C@H]1OC
60) CC(=O)C1=C(C)OC(N)=C(C#N)C1c1cccc(C2C(C#N)=C(N)OC(C)=C2C(C)=O)c1 (stereo unspecified)
61) CC(C)c1nc(SCC(=O)c2ccc(Br)cc2)nc(Nc2cccc(S(N)(=O)=O)c2)c1C#N
62) COc1cnc2c(c1)C(=O)c1c-2n(CCCNC(C)C)c(=O)c2cc(F)ccc12
63) CNC1=C([N+](=O)[O-])C(c2ccc(Cl)cc2Cl)C(C#N)=C(c2ccc[nH]2)O1 (stereo unspecified)
64) O=S(=O)(c1ccccc1)n1ccc(-c2ccc3c(c2)CCO3)n1

assay / entry,57,58,59,60,61,62,63,64
HOP-92,89,94,105,x,85,-8.3*,81,42
EKVX,104,89,104,103,95,-21*,90,x
SK-MEL-2,97,112,104,109,103,-5.4*,100,86
A549/ATCC,98,105,105,102,98,-69*,104,79
M14,93,94,101,101,107,-82*,100,101
SK-MEL-28,109,108,116,104,115,-11*,105,86
HOP-62,84,112,106,116,114,-36*,96,99
SK-MEL-5,103,104,99,99,98,-98*,103,70

65) O=C(N/N=C/c1ccc(Br)cc1)c1ccc(-n2cc(-c3ccccc3)nn2)cc1
66) CC(C(N)=O)N1CCN(c2ccccc2Cl)CC1 (stereo unspecified)
67) COc1ccc(/C=N/NC(=O)c2ncc[nH]2)c(OC)c1OC
68) O=C1c2ccccc2C(=O)N1c1ccc([N+](=O)[O-])cc1
69) CCC(C)[C@@H]1NC(=O)[C@@H]2CCCN2C(=O)[C@H](Cc2cc3ccccc3[nH]2)NC(=O)[C@@H]2CCCN2C(=O)[C@H](C(C)C)NC(=O)[C@H](Cc2ccccc2)NC(=O)[C@H](CO)NC1=O (stereo partly specified)
70) C/C(=C\CCc1ccoc1)CC/C=C(\C)CCCBr
71) O=C(CNC(=O)c1cn(-c2ccccc2)nc1-c1ccccc1)c1ccccc1
72) COc1ccc2nc3cc(Cl)ccc3c(Cl)c2c1

assay / entry,65,66,67,68,69,70,71,72
HOP-92,95,103,95,103,x,x,94,90&90
EKVX,102,102,110,109,96,x,x,97
SK-MEL-2,108,115,104,97,108,x,111,115&101
A549/ATCC,101,107,104,101,90,95,101,76&98
M14,88,100,112,102,90,107,100,102
SK-MEL-28,107,106,113,105,115,105,106,117&122
HOP-62,94,98,111,98,87,104,97,97&100
SK-MEL-5,96,111,105,107,107,x,x,86&101

# As entered above.
# Reading of cpd 70 in SK-MEL-28: 105
# Reading of cpd 65 in HOP-62: 94

# Screens deposited in PubChem BioAssay by NCI.
